# Peg3 promoter: Peg3 promoter-driven luciferase inhibitors, primary screen, cell-based, HeLa, luciferase luminescence | HeLa PEG-Prom luciferase reporter, overnight | inhibition, % at 20 µM | 360,000 tested, 1.7% active;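 active = inhibition of at least 50% at 20 µM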
# HIF-2a inh: HIF-2a reporter inhibitors, primary screen, luminescence, 786-0 RCC cells | 786-0 RCC cells HIF-2a reporter, luciferase luminescence, overnight | inhibition, % at 18.8 µM | 360,000 tested, 0.72% active;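 active = inhibition of the luminescence signal of 40% or more relative to plate controls, in a single-dose primary screen at 18.75 µM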
# MITF TRPM1 inh: inhibitors of MITF-dependent TRPM1 promoter reporter, primary screen, cell-based, SK-MEL-5, single point, luciferase; AID 488899, 2010; inhibition, % at 12.5 µM; SK-MEL-5 TRPM1 promoter luciferase, 24 h; 330,000 tested, 0.83% active;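 active = mean inhibition across replicates of 60% or more, whatever share of single replicates reaches that level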; note: values of inactives mirror those of a sister screen read the other way
# CaV13 ICDI inh: Primary screen for inhibitors of IQ motif and Ca2+-dependent inactivation inhibitor domain binding in CACNA1D, Förster resonance energy transfer in living cells, … | HEK cells, CFP/YFP FRET ICDI-IQ, plate reader, 10 min; percent FRET-ratio fall versus neutral wells | 340,000 tested, 0.098% active | inhibition, % at 12.3 µM;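 active = mean replicate inhibition of at least 30% and at least 1% of replicates passing that level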;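 note: 0% = median of the neutral control wells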
# iPSC survival up: enhancers of single-cell hiPSC survival, primary screen, ATPlite luminescence | 100% = ROCK inhibitor wells, 0% = DMSO | survival enhancement, % at 20 µM | 360,000 tested, 0.044% active | AID 602274, 2012; in the data active = survival enhancement above about 18%;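 note: cells exposed to compounds for 16 hours before the ATP read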
# PDI turbidity: inhibitors of human PDI, primary screen, biochemical, turbidity, single point, plate reader. PDI insulin aggregation turbidity, A650, 90 min. inhibition, % at 10 µM. 350,000 tested, 0.052% active. AID 588391, 2011;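 active = mean inhibition across replicates of 30% or more, whatever share of single replicates reach that level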;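 note: absorbance from insulin aggregation driven by PDI reduction with DTT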
# Target sequence (P07237 whole entry, looked up): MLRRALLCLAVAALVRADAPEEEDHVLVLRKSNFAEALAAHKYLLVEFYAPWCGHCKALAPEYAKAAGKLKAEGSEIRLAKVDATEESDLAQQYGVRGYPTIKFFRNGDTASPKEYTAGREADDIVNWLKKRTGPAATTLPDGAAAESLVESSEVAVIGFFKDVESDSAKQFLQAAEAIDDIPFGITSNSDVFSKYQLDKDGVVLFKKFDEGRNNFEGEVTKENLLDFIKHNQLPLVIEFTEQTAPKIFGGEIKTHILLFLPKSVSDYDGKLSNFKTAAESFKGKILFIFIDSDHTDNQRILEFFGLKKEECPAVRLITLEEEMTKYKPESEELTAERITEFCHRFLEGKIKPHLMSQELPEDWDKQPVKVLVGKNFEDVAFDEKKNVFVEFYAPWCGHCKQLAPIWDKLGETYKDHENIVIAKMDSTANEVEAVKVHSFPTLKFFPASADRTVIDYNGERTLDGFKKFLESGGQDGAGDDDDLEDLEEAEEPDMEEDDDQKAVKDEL
# Vif imaging: HIV Vif self-association inhibitors, primary screen, imaging, HEK293T, single point | HEK293T cells, Vif self-association by quenched fluorescence, 24 h | inhibition, % at 7.49 µM | 340,000 tested, 0.35% active | AID 602346, 2012; in the data active = inhibition above about 50%, passing the limit was not always enough; note: some results filed as inactive read as strong as hits
# NR2E3 ag-1: inhibitors of NR2E3-RetCOR corepressor binding, primary screen, NR2E3 agonist project, biochemical, TR-FRET, GST-NR2E3, biotin-RetCOR | Photoreceptor-specific nuclear receptor (Homo sapiens), Q9Y5X4 | 1536-well | inhibition of corepressor binding, % at 4.78 µM | 320,000 tested, 0.12% active | AID 2300, 2010;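 active = percent inhibition above the cutoff of mean plus 3 SD of all tested compounds, set per screening campaign, cut at about 20% in these data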;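 note: 0% = DMSO wells and 100% = biotin wells as full block of FRET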
# Target sequence (Q9Y5X4 whole entry, looked up): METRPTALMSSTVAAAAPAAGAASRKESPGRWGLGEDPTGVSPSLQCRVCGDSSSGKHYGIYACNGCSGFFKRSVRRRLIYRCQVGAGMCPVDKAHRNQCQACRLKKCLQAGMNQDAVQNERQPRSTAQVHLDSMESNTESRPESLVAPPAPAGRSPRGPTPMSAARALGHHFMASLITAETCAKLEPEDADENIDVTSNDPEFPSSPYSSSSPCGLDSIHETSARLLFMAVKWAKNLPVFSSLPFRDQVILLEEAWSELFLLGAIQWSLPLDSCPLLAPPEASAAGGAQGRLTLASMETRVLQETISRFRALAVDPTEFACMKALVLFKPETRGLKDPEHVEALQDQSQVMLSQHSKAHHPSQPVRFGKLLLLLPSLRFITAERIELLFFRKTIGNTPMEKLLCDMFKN
#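 Material: NR2E3–RetCOR corepressor complex | Quantity: 1.35 nM GST-tagged NR2E3 final | Schedule: 5 h at 4 °C | Replication: Singlicate compound wells | Reagent: RetCOR corepressor, biotinylated, 7 nM | Controls: Biotin wells as high control, 0.6% DMSO wells as low control | Signal: TR-FRET, Eu(K)-anti-GST donor, streptavidin-D2 acceptor, ex 340, em 617/671 nm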
# aDG glyco up: activators of alpha-DG glycosylation, primary screen, uHTS, Pro5-aDG cells, AlphaScreen. alpha-DG glycosylation AlphaScreen (IIH6); 0% Pro5, 100% B10-LARGE cell signal. activation, % at 10 µM. 360,000 tested, 0.22% active;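 active = activation of at least 8% versus controls, or a plate z-score of at least 8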;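 note: Pro5 are CHO cells carrying HIG-tagged alpha-DG that lacks glycosylation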
# NR2E3 ag-2: NR2E3 agonists in two-hybrid cells, primary screen, cell-based, luminescence, CHO-S, Gal4-NCOR/VP16-NR2E3 | Photoreceptor-specific nuclear receptor (Homo sapiens), Q9Y5X4 | luciferase | inhibition of corepressor binding, % at 3.98 µM | 360,000 tested, 0.35% active | AID 602229, 2012;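 active = inhibition above the mean of all tested compounds plus 3 SD, cut at about 70% in these data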;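 note: 0% = DMSO with NR2E3 transfected cells and 100% = cells lacking NR2E3 construct; higher means lower luciferase signal from less NR2E3 corepressor binding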
# Exocytosis inh: LAMP-1 surface exposure blockers, TALL-104 cells – cell-based, flow cytometry, MLPCN library, primary screen | TALL-104 LAMP-1 surface exposure; cells stimulated with thapsigargin and PMA | AID 651702, 2012 | inhibition, % at 10 µM | 360,000 tested, 0.66% active;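 active = inhibition above about 55%, limit read from the data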
# * marks the source's active call; other numbers are inactive results; · = no result given.
molecule	Peg3 promoter	HIF-2a inh	MITF TRPM1 inh	iPSC survival up	CaV13 ICDI inh	Vif imaging	aDG glyco up	NR2E3 ag-2	NR2E3 ag-1	Exocytosis inh	PDI turbidity
Cc1ccc(S(=O)(=O)N2C[C@H]3C(=O)C[C@@H]4C(=O)N(c5ccccc5)C(=O)[C@@H]4[C@@H]3C[C@H]2c2cccc(Cl)c2)cc1	-5	-1	·	0.5	-6	18	0.1	-20	·	-5	·
CCc1ccccc1N(C(=O)c1snc(C(N)=O)c1N)C(C(=O)NCC1CCCO1)c1ccc(N(C)C)cc1 (stereo unspecified)	2	3	-5	-0.3	-8	-1	-0.3	-39	·	15	-2
O=C(NCc1nnc(SCc2ccc(F)cc2)n1-c1ccccc1)C12CC3CC(CC(C3)C1)C2	16	21	4	-1.4	-5	-4	0.5	-9	1	1	6
Cc1ccc(CN2C(=O)CCC2C(=O)N2CCN(c3ccc(F)cc3)CC2)cc1 (stereo unspecified)	4	1	11	-2.9	·	·	0.0	0	1	1	-17
COc1ccc(NC(=O)Cn2nnc(C(=O)Nc3ccc(F)c(Cl)c3)c2N)cc1OC	29	0	3	0.0	-14	-3	-0.1	-11	0	4	-8
Cc1ccc(C)c(NC(=O)CSc2nnc(CCCCCNC(=O)OC(C)(C)C)o2)c1	-1	-10	-13	-2.6	-6	-21	0.1	-21	0	2	-1
CN(Cc1ccccc1)C(=O)CN(c1ccc(F)cc1)S(=O)(=O)c1ccc2c(c1)OCCO2	30	10	1	2.0	-5	1	0.5	6	2	34	-11
CCCC(=O)NCCCc1nc2ccccc2n1C(C)C	6	5	1	-0.8	-4	-10	0.0	-19	-2	0	·
O=C(Nc1ccccc1Cl)N1CCN(c2ccc3nnc(-c4ccccc4)n3n2)CC1	9	-10	·	2.7	·	·	0.1	-4	-1	-8	12
CC/C(=N\NC(=O)C(N)=O)c1ccccc1O	12	8	9	-0.4	-15	-4	0.0	-4	1	0	-5
Cc1ccc(-c2cc(C(=O)N3CCOCC3)c3ccccc3n2)cc1	-44	-57	-5	-3.3	-5	·	0.0	-43	1	-1	7
Cc1c(/N=C/c2ccco2)n(Cc2ccccc2)c2ccccc12	10	6	7	0.1	-4	-1	-0.1	-15	-1	0	-4
C=C(C)CC(NCCc1ccccc1)c1ccco1 (stereo unspecified)	11	14	2	0.6	-3	15	-0.1	-11	·	-1	2
O=P(c1ccccc1)(c1ccccc1)C1CCCO1 (stereo unspecified)	20	12	-3	-1.2	-7	-1	-0.4	-29	1	4	-5
CCC(=O)c1ccc(OCC(O)CN2CCc3ccccc3C2)cc1 (stereo unspecified)	9	10	-10	-0.1	-11	20	-0.1	-6	2	-4	5
COc1cccc(-c2csc(N3CCN(C(=S)Nc4ccccc4)CC3)n2)c1	-70	-38	-14	-1.1	-5	0	0.5	-19	-1	0	2
COC(=O)[C@@]12CCCCN1[C@H](c1ccc(-c3ccc(OC)cc3)cc1)[C@H]1C(=O)N(C)C(=O)[C@H]12	26	17	9	2.2	-9	-1	0.2	-20	-3	-2	1
COc1ccc(N(CC(=O)Nc2ccc(Cl)cc2)S(=O)(=O)c2c(C)n[nH]c2C)cc1	7	11	-4	-0.3	-2	12	2.5	-30	1	-2	0
O=C(Oc1ccccc1)c1ccccc1C(=O)Oc1ccccc1	7	1	-1	1.6	·	-1	2.4	-10	·	-2	·
CC(=O)Oc1cccc(C2=CC(=O)CC(C)(C)C2=O)c1	-1	3	·	-0.7	-6	·	0.0	-20	·	-4	-3
Cc1c2cnn(CC(=O)O)c(=O)c2c(C)n1Cc1ccccc1	-6	6	·	-1.6	-4	16	0.0	-3	0	0	·
Cc1[nH]c(=O)[nH]c(=O)c1S(=O)(=O)N1CCCC(C(=O)NCCC2=CCCCC2)C1 (stereo unspecified)	6	18	4	0.5	-1	0	0.5	-4	2	1	16
Cc1cccc(NC(=O)CN2CCN(C(=O)c3cncn3-c3ccc(F)cc3)CC2)c1C	25	16	0	-0.5	-3	17	0.1	-9	1	8	6
CCOC(=O)c1c(NC(=O)CSc2ncnc3ccccc23)sc(C(C)=O)c1C	30	18	33	1.9	-20	4	1.4	-17	6	1	-9
Cc1ncc(CO)c(CO)c1OCC(O)CN1CCN(c2ccc(F)cc2)CC1 (stereo unspecified)	6	3	·	0.0	-12	9	0.0	-1	·	-2	·
Cc1ccc(N2C(=O)N(c3ccc(C)cc3)C3CS(=O)(=O)CC32)cc1 (stereo unspecified)	-16	4	-5	-0.2	-8	6	-0.3	-17	-2	0	3
O=C(N=C1SC2CS(=O)(=O)CC2N1c1ccc(F)c(Cl)c1)C1CCCO1 (stereo unspecified)	0	6	-9	-0.3	-5	0	0.0	-20	0	0	-8
Cc1[nH]c2ccc(Br)cc2c(=S)c1C/C=C/Cl	-3	9	17	0.3	1	-5	-0.2	3	7	13	-6
O=S(=O)(C(=CNc1ccccc1)S(=O)(=O)c1ccccc1)c1ccccc1	12	14	5	-3.1	-7	-4	0.2	-1	1	-4	5
Cc1ccc2cc(C=C(C#N)C#N)c(N3CCCCC3)nc2c1	-18	-48	-1	-0.8	-8	8	0.0	-15	13	2	-1
Cc1ccc(N2CCCn3c2cc(C)c(C#N)c3=O)cc1Cl	10	15	5	-1.1	-4	5	0.6	17	-1	-2	-3
Cc1ccnc(SCC(=O)NC2CC2)n1	13	17	0	-0.3	-6	-7	-0.3	-5	-2	-2	7
COc1ccccc1CCn1cnc(C)c1CC(C)C	·	3	·	0.8	-5	·	-0.4	11	·	-5	·
Cc1ccc(S(=O)(=O)N2C(=O)c3cccc4cccc2c34)cc1	-39	-51	8	-0.1	-17	·	0.1	18	4	-1	-7
O=C(NC(=S)Nc1ccccc1)c1cncc(C#Cc2ccccc2)c1	19	10	-5	-0.3	-17	-10	-0.1	-7	-2	-8	-4
Cn1cccc1C(=S)N1CCOCC1	3	4	-8	-2.0	0	3	0.1	-16	0	4	1
COc1ccc(Cc2noc(=O)[nH]2)cc1	-2	10	·	0.3	-5	-9	0.1	1	·	1	1
Cc1nnc(NS(=O)(=O)c2ccc(Br)cc2)s1	7	19	-3	0.0	-19	-12	0.1	3	-1	-2	-1
COC(=O)[C@H](CCSC)NC(=O)Cn1cnc(C(=O)Nc2ccc(C)c(C)c2)n1	-103	-138	-47	-1.5	-4	·	-0.2	-29	·	-3	2
Cc1nc2ccc(NC(=O)c3ccc(S(=O)(=O)N4CCOCC4)cc3)cc2s1	1	7	10	-0.8	-2	-13	0.6	-14	1	1	-3
O=C(NCCCC(=O)N1CCCCC1)c1ccc(Cl)cc1	5	14	3	0.0	-8	-6	0.0	-14	·	-2	2
CCCCN(C)C(=O)c1cc2cc([N+](=O)[O-])cc(OC)c2oc1=O	-4	19	0	0.0	-4	9	0.0	-2	0	5	-2
Cc1cc(=O)[nH]c(Nc2c(C)n(C)n(-c3ccccc3)c2=O)n1	-13	1	-2	-1.6	-2	18	0.1	-24	-1	1	4
C=CCn1c(SCC(=O)NC)nnc1C12CC3CC(CC(C3)C1)C2	3	10	-3	0.5	-6	-6	0.0	-29	-2	-5	-6
CCOC(=O)c1ccc(N=C2SC(C(=O)NCCc3ccccc3)CC(=O)N2C)cc1 (stereo unspecified)	15	19	10	0.0	2	-5	0.0	-24	-2	7	-1

# Nothing new here: two of the compounds above.
molecule	Peg3 promoter	HIF-2a inh	MITF TRPM1 inh	iPSC survival up	CaV13 ICDI inh	Vif imaging	aDG glyco up	NR2E3 ag-2	NR2E3 ag-1	Exocytosis inh	PDI turbidity
C=CCn1c(SCC(=O)NC)nnc1C12CC3CC(CC(C3)C1)C2	3	10	-3	0.5	-6	-6	0.0	-29	-2	-5	-6
CCOC(=O)c1ccc(N=C2SC(C(=O)NCCc3ccccc3)CC(=O)N2C)cc1 (stereo unspecified)	15	19	10	0.0	2	-5	0.0	-24	-2	7	-1

# (cont.)
molecule	Peg3 promoter	HIF-2a inh	MITF TRPM1 inh	iPSC survival up	CaV13 ICDI inh	Vif imaging	aDG glyco up	NR2E3 ag-2	NR2E3 ag-1	Exocytosis inh	PDI turbidity
Nc1nc2ccc(C(=O)Nc3ccc(N4CCOCC4)cc3)cc2s1	-71	-87	-7	-3.0	-6	4	0.0	-44	·	6	-4
COc1cccc(CNC(=O)C2CCC(CNS(=O)(=O)c3cccc4nsnc34)CC2)c1 (stereo unspecified)	7	3	-2	-0.2	-5	·	2.4	-8	-1	-1	4
CC(C)N1C(=O)CCC1C(=O)N1CCC(Cc2ccccc2)CC1 (stereo unspecified)	5	12	7	-0.8	-7	2	-0.1	-24	0	-3	-11
O=C(Cc1ccc(F)cc1)Nc1c2c(nn1-c1cccc(Cl)c1)CS(=O)C2 (stereo unspecified)	15	10	2	-2.0	-4	-1	-0.2	3	0	0	-3
CCCCNC(=S)NNC(=O)C1=NN(c2cc(C)ccc2C)C(=O)CC1	21	13	0	0.1	-3	1	-0.1	-15	-1	-12	0
Cn1[nH]c2c(c1=O)[C@H](c1ccc(F)cc1)O[C@H](CCc1ccccc1)C2	9	7	·	3.4	-7	3	-0.3	-3	·	-9	·
CCOc1ccc(CCNC(=O)COc2cccc(-n3cnnn3)c2)cc1OCC	-6	2	-2	-0.1	-5	0	0.3	-5	3	2	5
Cc1cccc(N2CCN(S(=O)(=O)c3ccc4c(c3)n(C)c(=O)c(=O)n4C)CC2C)c1 (stereo unspecified)	22	11	-5	3.4	-4	9	0.2	17	3	2	-3
COC(=O)c1sccc1N/N=C/c1ccc(OC)c(OC)c1OC	-266	-266	-65	0.0	-3	-13	0.0	-102	-2	-4	-15
CCCCn1c(N)c(N(CC(C)C)C(=O)CC(NC(=O)c2ccccc2)c2ccccc2)c(=O)[nH]c1=O (stereo unspecified)	2	15	9	-0.3	-7	-5	0.0	-2	-1	3	-4
Cc1ccc(NC(=O)NC2=N/C(=C(/C#N)C(=O)N3CCCC3)c3ccccc32)cc1	12	-162	-12	-1.1	-4	8	-0.5	-28	2	0	-5
CC(=O)N/C(=C\c1ccccc1)C(=O)OCC(=O)c1c(N)n(C)c(=O)n(C)c1=O	-24	-30	-32	-2.1	-6	-15	-0.1	-31	·	-3	1
CC(C)(C)c1ccc(CSc2nnc(-c3ccccn3)n2Cc2ccco2)cc1	9	19	0	-0.5	·	-13	0.4	5	-2	6	-1
Cc1cccc(NC(=O)CNC(=O)C23CC4CC(CC(Cl)(C4)C2)C3)n1	9	5	-11	-0.4	-6	·	0.3	-2	2	-10	-3
